From PubChem
mIDH1 inhibitor: qHTS for Inhibitors of mutant isocitrate dehydrogenase 1 (IDH1): qHTS. IDH1-R132H enzyme, NADPH consumption, diaphorase/resazurin fluorescence. Isocitrate dehydrogenase [NADP] cytoplasmic (Homo sapiens), O75874. 390,000 compounds, 0.093% hits. Potency, µM (doses to about 76.6 µM), for the others: at the highest dose activity change, negative = inhibition, hits mostly inhibitors; also: potency is read from the fitted curve at half-maximal effect; % is scaled to controls: 0 for no effect and ±100 for the full control effect; nearly all actives have a fitted effect of over 65% in size
Target sequence (O75874 whole entry R132H, stated change not applied): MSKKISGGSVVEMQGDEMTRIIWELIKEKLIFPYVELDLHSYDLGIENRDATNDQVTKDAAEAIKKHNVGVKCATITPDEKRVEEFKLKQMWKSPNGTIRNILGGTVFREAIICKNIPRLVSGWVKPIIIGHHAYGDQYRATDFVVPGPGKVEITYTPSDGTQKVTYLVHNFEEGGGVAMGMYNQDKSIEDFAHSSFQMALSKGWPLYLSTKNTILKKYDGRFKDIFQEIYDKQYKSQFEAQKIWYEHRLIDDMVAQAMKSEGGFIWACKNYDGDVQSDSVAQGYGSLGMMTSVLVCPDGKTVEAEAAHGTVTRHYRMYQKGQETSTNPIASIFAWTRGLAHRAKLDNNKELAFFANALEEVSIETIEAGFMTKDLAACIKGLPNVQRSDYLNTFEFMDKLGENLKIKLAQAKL
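IDH1-R132H (0.5 ug/mL) preincubated 30 min with compound, then NADPH (0.016 mM) and alpha-KG (2 mM) added; 80 min at RT, pH 7.5. Remaining NADPH coupled via diaphorase/resazurin to fluorescence (540/590 nm); concentration-response curves normalized to no-enzyme control.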
GRP78 ERSR act: qHTS for Inducers of the Endoplasmic Reticulum Stress Response (ERSR) in Human Glioma: qHTS. AID 602332, 2012. U87-MG GRP78 promoter luciferase reporter, 16 h. 420,000 compounds, 0.02% hits. Potency, µM, inactives show at the highest dose activation, actives largely listed as activators; also: potency is read from the fitted curve at half-maximal effect; series mostly up to about 76 µM; % of control where 0% means no effect; nearly all actives have a fitted effect of over 35% in size
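Stably transfected U87-MG human glioma cells carrying a GRP78-based luminescent sensor were seeded at 1000 cells/well, pin-dosed with compounds and incubated 16 h. Luciferase reagent was then added, and end-point luminescence was read after 10 min at room temperature.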
LDHA block: qHTS assay for inhibitors of human lactate dehydrogenase | L-lactate dehydrogenase A chain (Homo sapiens), P00338 | purified LDHA, NADH/diaphorase-resazurin fluorescence; active compounds read low | activity change, % (values are at about 110 or 230 µM) | 480,000 compounds, 0.15% hits | AID 1347041, 2019; in the data active = activity change below about -30%; inconclusive = mostly about -25% to -30%;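 also: plate controls were DMSO wells for no effect and wells without enzyme for full effect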
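Remaining NADH was detected by diaphorase (0.133 mg/mL) converting 37 µM resazurin to fluorescent resorufin, read at 0 and 20 minutes. The preceding 5-minute room-temperature reaction used 2 nM LDHA, 0.2 mM sodium pyruvate and 0.06 mM NADH at pH 7.4.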
Vif-APOBEC3G blk: qHTS for Inhibitors of Vif-A3G Interactions: qHTS | 410,000 compounds, 0.076% hits | AID 602310, 2012 | Potency, µM (doses to about 46.1 µM), inactives show top-dose activity, negative = active, most hits filed as inhibitors | DNA dC->dU-editing enzyme APOBEC-3G (Homo sapiens), Q9HC16 | HeLa A3G-eYFP + Vif (tagged APOBEC3G with the HIV-1 protein that degrades it), YFP fluorescence, overnight;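 also: potency is read from the fitted curve at half-maximal effect; % is scaled to controls: 0 for no effect and ±100 for the full control effect; nearly all actives have a fitted effect of over 60% in size; hits raise eYFP signal because A3G escapes Vif-driven loss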
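Read-out is eYFP fluorescence (Ex 488/Em 500-530) from Vif-expressing HeLa A3G-eYFP cells; more signal means A3G escaped Vif-mediated degradation. Cells plated overnight, compound pinned in, incubated overnight at 37 deg C.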
TrxR1 inh: qHTS Assay for Inhibitors of Mammalian Selenoprotein Thioredoxin Reductase 1 (TrxR1): qHTS; Thioredoxin reductase 1, cytoplasmic (Rattus norvegicus), O89049; 390,000 compounds, 1% hits; AID 588453, 2011; Potency, µM (highest dose often 114 µM), without a hit: top-dose activity change, negative = inhibition, actives largely listed as inhibitors; recombinant rTrxR1, NADPH fluorescence consumption, selenite substrate; also: potency is read from the fitted curve at half-maximal effect; % is scaled to controls: 0 for no effect and ±100 for the full control effect; nearly all actives have a fitted effect of over 65% in size
Target sequence (O89049 whole entry, looked up): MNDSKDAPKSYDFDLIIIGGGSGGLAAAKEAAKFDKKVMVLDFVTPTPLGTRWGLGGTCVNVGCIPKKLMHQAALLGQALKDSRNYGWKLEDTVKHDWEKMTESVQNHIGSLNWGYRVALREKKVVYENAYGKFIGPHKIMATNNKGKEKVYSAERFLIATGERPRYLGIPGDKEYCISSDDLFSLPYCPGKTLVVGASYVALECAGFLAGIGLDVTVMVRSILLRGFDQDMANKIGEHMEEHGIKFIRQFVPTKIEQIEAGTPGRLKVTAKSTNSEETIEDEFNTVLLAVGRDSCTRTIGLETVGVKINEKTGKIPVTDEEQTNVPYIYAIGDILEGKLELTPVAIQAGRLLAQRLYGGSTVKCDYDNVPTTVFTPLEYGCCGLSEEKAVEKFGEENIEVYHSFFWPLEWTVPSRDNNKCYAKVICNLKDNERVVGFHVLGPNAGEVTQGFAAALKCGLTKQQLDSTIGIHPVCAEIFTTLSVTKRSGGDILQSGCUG
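Rat TrxR1 (90 nM in the dispensed reagent) was pre-reduced with 400 uM NADPH for 5 min at room temperature, then incubated with compound for 15 min. After 400 uM selenite was added, NADPH fluorescence (Ex 340/Em 450 nm) was followed for 8 min.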
RGS4 inh: Inhibitors of Regulator of G Protein Signaling (RGS) 4: qHTS. Potency, µM (series often up to 114 µM), inactives show at the top dose activity change, negative = inhibition, usual class: inhibitors. 390,000 compounds, 0.039% hits. AID 504845, 2011. Transcreener GDP fluorescence polarization, RGS4-accelerated GTP hydrolysis; also: potency is read from the fitted curve at half-maximal effect; % is scaled to controls: 0 for no effect and ±100 for the full control effect; nearly all actives have a fitted effect of over 75% in size; some results filed as inactive show a strong effect at the top dose
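MLSMR compounds (23 nl, pin-transferred) preincubated 10 min at room temperature with a 500nM (2x) first reagent, then RGS4 at 900nM (2x) plus Transcreener GDP mix added; fluorescence polarization (620/688 nm) read before and after 90 min at 30 °C.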
USP1-UAF1 inh: Inhibitors of USP1/UAF1: Primary Screen | Ubiquitin carboxyl-terminal hydrolase 1 (Homo sapiens), O94782 | recombinant USP1/UAF1, Ub-Rhodamine cleavage fluorescence | Potency, µM (series often up to 57.1 µM), without a hit: at the top dose activity change, negative = inhibition, actives largely listed as inhibitors | 390,000 compounds, 0.23% hits; also: potency is read from the fitted curve at half-maximal effect; % is scaled to controls: 0 for no effect and ±100 for the full control effect; nearly all actives have a fitted effect of over 60% in size; inactives centre near -12
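Step one: compound is pinned into 1nM USP1/UAF1 in HEPES pH 7.8 buffer with TCEP. Step two: 15 min room-temperature incubation. Step three: Ub-Rho (150nM final) starts cleavage, tracked by fluorescence over six one-minute reads.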
Vif-A3F inh: qHTS for Inhibitors of Vif-A3F Interactions: qHTS; HeLa A3F-eYFP + Vif (tagged APOBEC3F with the HIV-1 protein that degrades it), YFP fluorescence increase; Potency, µM (series often up to 46.1 µM), for inactives: at the highest dose activity, negative = active; 390,000 compounds, 0.2% hits; AID 602313, 2012; also: potency is read from the fitted curve at half-maximal effect; % of control where 0% means no effect; nearly all actives have a fitted effect of over 65% in size
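HeLa cells stably expressing Vif plus C-terminally eYFP-tagged A3F were seeded, incubated overnight at 37 deg C, dosed with compound, incubated overnight again at 37 deg C. Yellow fluorescence (Ex 488/Em 500-530) reported blocked Vif-mediated A3F-eYFP degradation.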
TrxR1 substrate: qHTS Assay for Substrates of Mammalian Selenoprotein Thioredoxin Reductase 1 (TrxR1): qHTS | purified TrxR1 substrate turnover, NADPH consumption readout | Potency, µM (highest dose often 114 µM), for inactives: at the highest dose activity change, negative = substrate turnover | 390,000 compounds, 0.01% hits; also: potency is read from the fitted curve at half-maximal effect; % is scaled to controls: 0 for no effect and ±100 for the full control effect; nearly all actives have a fitted effect of over 50% in size
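Rat TrxR1, dispensed at 90 nM, was prereduced with 400 uM NADPH (final) for 5 min at ~22 deg C, then incubated with compound 15 min before 400 uM selenite. A first-read NADPH fluorescence drop versus no-compound background flagged substrates.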
* hit, by the source's call; ? = inconclusive; / = no result given; & = joins results of further samples; [ ] = another dose, or the depositor's remark. Unless noted, calls follow the shape of the dose curve; as a rule, active = well fitted curve in the direction sought with a large enough effect; inconclusive = small, poorly fitted or top-dose-only effect, or another doubt; inactive = no such curve, though single readings can be large; an effect the other way counts as inactive or inconclusive. This is a subset, so the mix of outcomes need not match the whole.

Value order: TrxR1 substrate	TrxR1 inh	LDHA block	Vif-APOBEC3G blk	RGS4 inh	mIDH1 inhibitor	GRP78 ERSR act	USP1-UAF1 inh	Vif-A3F inh
> OC1(c2ccc(F)cc2)CC2CCC(C1)N2Cc1nnnn1C1CCCCC1 (stereo unspecified)
→ 0%[57.1 µM]	1%[57.1 µM]	-3	1%	3%	-2%	1%	2%	6%
> CCCCC(CC)CNCC(O)c1ccccc1 (stereo unspecified)
→ 11%[57.1 µM]	30%[57.1 µM]	-21	0%	28%	2%	-3%	-17%	2%
> Cn1c(O)c(/C=N/N2CCOCC2)c(=O)n(-c2ccccc2)c1=S
→ -2%[57.1 µM]	-12%[57.1 µM]	-1	0%	?	3%	-6%	-5%	11%
> Cc1cc(Cl)ccc1C(=O)C1CCCN(C2CCSCC2)C1 (stereo unspecified)
→ 8%	2%	3	-1%	-15%	10%	-3%	-10%	?
> CCCCc1ccc2[nH]cc(CCN)c2c1
→ 11%	26%	-4	1%	-1%	6%	-4%	0%	-14%
> CCN(CC)CCCN=Cc1c(O)n(CCc2ccc(F)cc2)c(=O)[nH]c1=O
→ -10%	-12%	-6	0%	8%	-4%	-1%	-2%	-2%
> CC1(C)C(=O)C=C[C@]2(C)[C@H]3CC[C@@]4(C)[C@H](c5ccoc5)OC(=O)[C@H]5O[C@]54[C@]3(C)[C@H](O)C[C@@H]12
→ 2%	23%	-6	-1%	13%	-5%	-5%	?	2%
> Nc1ccc2nonc2c1[N+](=O)[O-]
→ -8%	9%	1	-7%	-16%[56.9 µM]	-1%	-4%	32µM*	?
> O=C1CC(c2ccc(Br)cc2)c2c(c3ccccc3oc2=O)O1 (stereo unspecified)
→ ?	?	-2	-6%	22%	34%	-2%	-8%	1%
> O=C(c1cccn2c(=O)c3ccccc3nc12)N1CCC2(CC1)OCCO2
→ 75%[activator]	13%	-2	0%	26%	-1%	-4%	-11%	-5%
> O=c1[nH]c(CN2CC=C(c3ccccc3)CC2)nc2cc(C(F)(F)F)ccc12
→ 10%	12%	2	-15%	2%	3%	-3%	-25%	-7%
> CCCCn1c(C)c(C(=O)OCC)c2c(CN3CCOCC3)c(O)ccc21
→ 6%[57.1 µM]	9%[57.1 µM]	9	2%	-23%	4%	-6%	-10%	-2%
> N#Cc1cc2c(nc1SCC(=O)Nc1cc(Cl)cc(Cl)c1)C1CCN2CC1
→ 8%	9%	0	-1%	-26%	2%	-4%	-7%	2%
> CC12NC(Cc3ccccc31)c1ccccc12 (stereo unspecified)
→ 4%[57.1 µM]	?	/	/	38%[activator][56.9 µM]	/	0%&-3%	/	/
> COC(=O)C1=C(c2ccc(OCc3ccccc3)cc2)C[C@@H]2CC[C@H]1N2C(=O)NCCc1ccc(F)cc1
→ /	/	0	3%	/	-3%	-3%	-29%	1%
> O=C(O)Cn1cc(/C=C2\C(=O)NC(=O)N(c3ccc(Br)cc3)C2=O)c2ccccc21
→ -17%	?	-4	?	-37%	4%	12%	?	?
> CCn1c(O)c(C(c2ccccn2)c2c(O)n(CC)c(=S)[nH]c2=O)c(=O)[nH]c1=S
→ -2%	-36%	1	0%	-9%	-1%	-2%	-14%	-7%
> COc1ccccc1N1CCN(Cc2c(F)cccc2F)CC1
→ -4%	-6%	0	-3%	-5%	5%	-4%	4%	-11%
> C[C@H]1C=CC(=O)O[C@H]1c1ccccc1
→ 4%&2%	7%	0	-18%&-3%	0%&7%	-4%	-10%&-6%	?	8%
> Cc1cc(C=C2C(=O)NC(=O)NC2=O)c(C)n1-c1ccc2c(c1)OCO2
→ -11%	-35%	7	-10%	-34%	4%	-1%	-4%	7%
> NC(=O)C1=CN(C2OC(COP(=O)(O)OP(=O)(O)OC[C@H]3O[C@@H](n4cnc5c(N)ncnc54)[C@H](OP(=O)(O)O)[C@@H]3O)C(O)C2O)C=CC1 (stereo partly specified)
→ 12%[57.1 µM]	22%[57.1 µM]	/	/	13µM*	/	1%	/	/
> Cn1c(O)c(C=Nc2ccccc2)c(=O)n(C)c1=O
→ 11%[57.1 µM]	12%[57.1 µM]	-5	-1%	11%	10%	-2%	?	?
> CCCCC(=O)N/N=C/c1c(O)n(C2CC2)c(=S)[nH]c1=O
→ -4%	-8%	4	-4%	12%	2%	-5%	-13%	-9%
> CCNC(=O)NC(=O)C(C)OC(=O)c1c(C)nn(Cc2ccccc2Cl)c1Cl (stereo unspecified)
→ -1%	8%	-5	-1%	10%	4%	-5%	-16%	2%

Compound profiles (already shown):
Results for `C[C@H]1C=CC(=O)O[C@H]1c1ccccc1` : TrxR1 substrate: 4%&2%; TrxR1 inh: 7%; LDHA block: 0; Vif-APOBEC3G blk: -18%&-3%; RGS4 inh: 0%&7%; mIDH1 inhibitor: -4%; GRP78 ERSR act: -10%&-6%; USP1-UAF1 inh: ?; Vif-A3F inh: 8%
Results for `COC(=O)C1=C(c2ccc(OCc3ccccc3)cc2)C[C@@H]2CC[C@H]1N2C(=O)NCCc1ccc(F)cc1` : TrxR1 substrate: /; TrxR1 inh: /; LDHA block: 0; Vif-APOBEC3G blk: 3%; RGS4 inh: /; mIDH1 inhibitor: -3%; GRP78 ERSR act: -3%; USP1-UAF1 inh: -29%; Vif-A3F inh: 1%

Filtered by structure, those above with fluorine (5)
Value order: TrxR1 substrate	TrxR1 inh	LDHA block	Vif-APOBEC3G blk	RGS4 inh	mIDH1 inhibitor	GRP78 ERSR act	USP1-UAF1 inh	Vif-A3F inh
> OC1(c2ccc(F)cc2)CC2CCC(C1)N2Cc1nnnn1C1CCCCC1 (stereo unspecified)
→ 0%[57.1 µM]	1%[57.1 µM]	-3	1%	3%	-2%	1%	2%	6%
> CCN(CC)CCCN=Cc1c(O)n(CCc2ccc(F)cc2)c(=O)[nH]c1=O
→ -10%	-12%	-6	0%	8%	-4%	-1%	-2%	-2%
> O=c1[nH]c(CN2CC=C(c3ccccc3)CC2)nc2cc(C(F)(F)F)ccc12
→ 10%	12%	2	-15%	2%	3%	-3%	-25%	-7%
> COC(=O)C1=C(c2ccc(OCc3ccccc3)cc2)C[C@@H]2CC[C@H]1N2C(=O)NCCc1ccc(F)cc1
→ /	/	0	3%	/	-3%	-3%	-29%	1%
> COc1ccccc1N1CCN(Cc2c(F)cccc2F)CC1
→ -4%	-6%	0	-3%	-5%	5%	-4%	4%	-11%
